Wee1 stabilizer = Wee1 degradation inhibitors, primary screen, cell-based, HeLa, Wee1K328M-luciferase, luminescence. HeLa Luc-Wee1K328M stability; 100% = proteasome inhibitor MG132 effect. Wee1-like protein kinase (Homo sapiens), P30291. reporter increase, % at 5 µM. actives 1.2% (n = 220,000);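 active means activation above the mean of all tested compounds plus 3 SD, set per screening run, cut at about 8.8% in these data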;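 further: cells exposed to compound for 20 h before luminescence read; 0% = DMSO alone and 100% = MG132 at 30 µM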
Ba/F3 V617F tox = reduced viability of JAK2V617F-dependent Ba/F3 cells, primary screen, JAK2V617F inhibitor project, cell-based, Ba/F3 EpoR-JAK2V617F, luminescence | ATP luminescence | actives 1.1% (n = 220,000) | inhibition, % at 5.6 µM | AID 1446, 2008;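 active means inhibition above the campaign mean plus 3 SD over all tested compounds, cut at about 24% in these data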;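 further: cytokine-independent growth of Ba/F3 cells driven by EpoR plus mutant JAK2; 0% = DMSO-treated cells and 100% = JAK inhibitor I control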
BaF3 tox = parental Ba/F3 cell viability inhibition, counter-screen for JAK2V617F inhibitor project, murine pro-B, CellTiter-Glo luminescence | AID 1486, 2009 | inhibition, % at 5.6 µM | CellTiter-Glo ATP luminescence | actives 1.1% (n = 220,000);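 active means inhibition above a per-campaign cutoff, the mean inhibition of all tested compounds plus 3 SD, cut at about 27% in these data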;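 further: 0% = DMSO wells and 100% = JAK Inhibitor I control wells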
NPY-Y2 PAM-ag = NPY-Y2 potentiators or agonists, primary screen, cell-based | Neuropeptide Y receptor type 2 (Homo sapiens), P49146 | cells expressing NPY-Y2, potentiator/agonist read-out | activation, % at 3.6 µM | actives 0.45% (n = 220,000) | AID 1359, 2008; in the data active means activation above about 27%;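 further: cells stimulated with NPY near EC25 plus isoproterenol at EC100; 0% = vehicle plus submaximal agonist and 100% = vehicle plus saturating agonist; some results beyond the cut were filed as inactive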
eIF4E 4G PPI = eIF4E–eIF4G protein interaction inhibitors, primary screen, biochemical, uHTS, TR-FRET, eIF4GI fragment | actives 0.37% (n = 220,000) | Eukaryotic translation initiation factor 4E (Mus musculus) + Eukaryotic translation … | inhibition, % at 21.7 µM | TR-FRET eIF4E-eIF4GI(517-606) binding, 2 h;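 active means inhibition above about 30%, limit read from the data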;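 further: 0% = full FRET control wells and 100% = background wells lacking eIF4GI fragment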
S1P4 agonist = S1P4 receptor agonists, primary screen, cell-based; S1P4-expressing cell line, agonist reporter assay; activation, % at 4.98 µM; actives 0.35% (n = 220,000); in the data active means activation above about 11%;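 further: 0% = DMSO vehicle and 100% = reference agonist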
Mdm2 ligase inh = MDM2-luciferase reporter signal enhancers, primary screen, MDM2 E3 ligase inhibitor project, cell-based, luminescence, 1536-well; E3 ubiquitin-protein ligase Mdm2 (Homo sapiens), Q00987; cell-based MDM2 ubiquitination luciferase reporter, 2 h; 0 = plate control, 100 = twice control, blank-subtracted; signal enhancement, % at 5 µM; actives 0.11% (n = 210,000);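 active means signal enhancement of 30% or more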;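 further: luminescence tracks abundance of the self-degrading MDM2-luciferase fusion protein; higher signal means inhibition of MDM2 E3 ligase activity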
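System: stable MDM2–luciferase fusion reporter cells / Input: 2000 cells seeded into each well / Schedule: 4 h settle plus 2 h compound, 37 °C / Compound: single-point 5 µM / Buffer or medium: cells held in DMEM / Benchmarks: control and blank well means / Evaluation: percent signal gain over controls, blank-subtracted / Measured by: luciferase luminescence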
S1P4 antagonist = S1P4 receptor antagonists, primary screen, cell-based. S1P4-expressing cells, antagonist mode, reporter read-out. inhibition, % at 4.98 µM. actives 0.26% (n = 220,000). AID 1510, 2009; in the data active means inhibition above about 29%;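 further: 0% = wells stimulated with agonist and 100% = vehicle wells without agonist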
PERK inh = block of dimerizer-induced PERK translation repression, primary screen, PERK inhibitor project, CHO PERK-DD cells, SEAP luminescence, HTS; Eukaryotic translation initiation factor 2-alpha kinase 3 (Homo sapiens), Q9NZJ5; CHO PERK-DD fusion, SEAP luminescence translation reporter; inhibition, % at 5.6 µM; actives 0.17% (n = 220,000); AID 1416, 2008;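 active means inhibition above the mean inhibition of all tested compounds plus 3 SD, set separately per screening campaign, cut at about 2.9% in these data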;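 further: PERK kinase domain activated by AP20187 dimerizer at 100 nM; 0% = DMSO with dimerizer and 100% = rapamycin at 8.4 µM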
Target sequence (Q9NZJ5 whole entry, looked up, the tested form may be a part): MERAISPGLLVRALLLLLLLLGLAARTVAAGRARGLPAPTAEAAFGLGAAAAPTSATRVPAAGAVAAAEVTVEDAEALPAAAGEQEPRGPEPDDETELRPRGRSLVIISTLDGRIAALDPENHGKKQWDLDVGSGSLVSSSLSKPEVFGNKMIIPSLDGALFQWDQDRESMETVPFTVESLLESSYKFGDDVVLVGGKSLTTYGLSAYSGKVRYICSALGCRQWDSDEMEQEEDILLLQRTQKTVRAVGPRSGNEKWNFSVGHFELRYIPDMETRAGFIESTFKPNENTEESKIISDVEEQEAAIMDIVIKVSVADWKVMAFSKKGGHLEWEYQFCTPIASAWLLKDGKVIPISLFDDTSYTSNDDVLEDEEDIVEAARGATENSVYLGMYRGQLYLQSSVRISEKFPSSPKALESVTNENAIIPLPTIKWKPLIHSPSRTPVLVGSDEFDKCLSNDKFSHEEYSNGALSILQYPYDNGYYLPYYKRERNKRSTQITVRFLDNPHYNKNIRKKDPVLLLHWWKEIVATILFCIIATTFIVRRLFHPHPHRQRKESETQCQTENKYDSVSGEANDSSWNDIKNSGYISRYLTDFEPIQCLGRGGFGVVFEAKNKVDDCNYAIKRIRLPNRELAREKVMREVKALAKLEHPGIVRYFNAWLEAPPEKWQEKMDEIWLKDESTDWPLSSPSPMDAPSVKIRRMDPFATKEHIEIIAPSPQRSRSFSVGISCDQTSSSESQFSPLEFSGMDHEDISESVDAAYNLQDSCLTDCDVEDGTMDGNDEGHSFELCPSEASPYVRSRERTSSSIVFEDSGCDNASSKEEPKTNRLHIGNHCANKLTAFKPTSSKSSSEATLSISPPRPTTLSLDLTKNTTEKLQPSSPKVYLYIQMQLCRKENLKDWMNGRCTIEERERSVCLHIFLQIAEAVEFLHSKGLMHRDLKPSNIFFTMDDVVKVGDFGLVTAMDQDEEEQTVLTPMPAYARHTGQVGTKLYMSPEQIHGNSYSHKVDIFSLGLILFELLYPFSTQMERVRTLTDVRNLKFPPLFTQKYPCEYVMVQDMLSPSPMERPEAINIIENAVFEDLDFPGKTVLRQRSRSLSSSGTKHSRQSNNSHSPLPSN
Starred values were filed as active, the others as inactive; [ ] = another dose, or the depositor's remark.

COCCn1nnnc1CN1CCSCC1 was read as Wee1 stabilizer -4, Ba/F3 V617F tox -4, BaF3 tox 2, NPY-Y2 PAM-ag -9, eIF4E 4G PPI -4, S1P4 agonist -1.5, Mdm2 ligase inh 6, S1P4 antagonist 17 and PERK inh 1.0.
CNC(=O)C1(CC(C)C)C=CCN1C(C)=O (centres undefined) was read as Wee1 stabilizer 0, Ba/F3 V617F tox 3, BaF3 tox 4, NPY-Y2 PAM-ag 0, eIF4E 4G PPI 6[fluorescence artefact?], S1P4 agonist 0.9, S1P4 antagonist -1 and PERK inh -0.2.
For COc1ccc(Cl)cc1NC(=O)C(C)Sc1n[nH]c(N)n1 (centres undefined) the results were Wee1 stabilizer 3, Ba/F3 V617F tox 1, BaF3 tox -1, NPY-Y2 PAM-ag -1, eIF4E 4G PPI 0, S1P4 agonist -2.0, Mdm2 ligase inh -5, S1P4 antagonist -11 and PERK inh 0.3.
Screening Cc1ccc2c(c1)C1NC(=S)NC(C)(O2)C1C(=O)Nc1ccc(Cl)cc1 (centres undefined) returned Wee1 stabilizer 2, Ba/F3 V617F tox -3, BaF3 tox 7, NPY-Y2 PAM-ag 16, eIF4E 4G PPI 5, S1P4 agonist 1.3, S1P4 antagonist -8 and PERK inh -0.1.
Screening O=C(NCSc1ccnc(SCNC(=O)c2ccc(F)cc2)n1)c1ccc(F)cc1 returned Wee1 stabilizer 0, Ba/F3 V617F tox -2, BaF3 tox 3, NPY-Y2 PAM-ag 10, eIF4E 4G PPI 2, S1P4 agonist 1.5, Mdm2 ligase inh 6, S1P4 antagonist -9 and PERK inh 0.7.
For O=S(=O)(NCc1cccs1)c1cccc(S(=O)(=O)N2CCCCC2)c1 the results were Wee1 stabilizer 5, Ba/F3 V617F tox -1, BaF3 tox 7, NPY-Y2 PAM-ag 10, eIF4E 4G PPI 2, S1P4 agonist 1.8, Mdm2 ligase inh 1, S1P4 antagonist 7 and PERK inh 0.1.
For CC(C)c1ccc(OCC(=O)N2CCCCCC2)c(Br)c1 the results were Wee1 stabilizer 1, Ba/F3 V617F tox -2, BaF3 tox 7, NPY-Y2 PAM-ag -1, eIF4E 4G PPI -3, S1P4 agonist 0.1, Mdm2 ligase inh -22, S1P4 antagonist -7 and PERK inh 0.7.
COc1cccc(C(=O)Oc2ccc3c(C)cc(=O)oc3c2C(C)=O)c1 was read as Wee1 stabilizer 3, Ba/F3 V617F tox -1, BaF3 tox 2, NPY-Y2 PAM-ag -10, eIF4E 4G PPI -6, S1P4 agonist 4.0, Mdm2 ligase inh -2, S1P4 antagonist -5 and PERK inh 0.1.
Screening CCn1c(SCC(=O)Nc2cccc(OC)c2)nnc1-c1ccc(Cl)cc1 returned Wee1 stabilizer 3, Ba/F3 V617F tox -1, BaF3 tox 2, NPY-Y2 PAM-ag -7, eIF4E 4G PPI -8, S1P4 agonist 0.1, Mdm2 ligase inh -11, S1P4 antagonist -6 and PERK inh 0.9.
For CC(=O)N1CCc2cc(S(=O)(=O)NCCC(=O)Nc3cccc(C)c3)ccc21 the results were Wee1 stabilizer -1, Ba/F3 V617F tox 5, BaF3 tox 6, NPY-Y2 PAM-ag 9, eIF4E 4G PPI 1, S1P4 agonist 0.8, Mdm2 ligase inh -9, S1P4 antagonist 5 and PERK inh -0.7.
For CC(Cc1ccccc1)NC(=O)c1cc([N+](=O)[O-])ccc1Cl (centres undefined) the results were Wee1 stabilizer 7, Ba/F3 V617F tox 1, BaF3 tox 3, NPY-Y2 PAM-ag 0, eIF4E 4G PPI 9, S1P4 agonist 0.2, Mdm2 ligase inh -3, S1P4 antagonist 5 and PERK inh -1.6.
`CCn1c(SCC(=O)Nc2cc(C)on2)nnc1-c1cccnc1` gave Wee1 stabilizer 2, Ba/F3 V617F tox 0, BaF3 tox 1, NPY-Y2 PAM-ag -3, eIF4E 4G PPI 7, S1P4 agonist -0.7, Mdm2 ligase inh -13, S1P4 antagonist 7 and PERK inh 0.3.
`COc1ccccc1C(=O)Nc1ccc(-c2nnn(CC(=O)N3CCN(C(=O)c4ccco4)CC3)n2)cc1` gave Wee1 stabilizer -2, Ba/F3 V617F tox 4, BaF3 tox 7, NPY-Y2 PAM-ag -20, eIF4E 4G PPI -2, S1P4 agonist 0.2, Mdm2 ligase inh 3, S1P4 antagonist -13 and PERK inh -0.6.
For CSc1n[nH]c(=S)n1N the results were Wee1 stabilizer 5, Ba/F3 V617F tox 0, BaF3 tox 4, NPY-Y2 PAM-ag -3, eIF4E 4G PPI -3, S1P4 agonist 0.5, S1P4 antagonist 5 and PERK inh 1.1.
Screening Cc1cccc(C)c1NC(=O)C(c1ccccc1)N1CC(=O)Nc2ccccc21 (centres undefined) returned Wee1 stabilizer 0, Ba/F3 V617F tox 7, BaF3 tox 7, NPY-Y2 PAM-ag -1, eIF4E 4G PPI 1, S1P4 agonist -2.8, S1P4 antagonist 14 and PERK inh -0.5.
`CCOC(=O)c1[nH]nc(-c2cc(CC)c(O)cc2O)c1-c1cscn1` gave Wee1 stabilizer -2, Ba/F3 V617F tox 4, BaF3 tox 7, NPY-Y2 PAM-ag 10, eIF4E 4G PPI 3, S1P4 agonist 2.3, Mdm2 ligase inh -8, S1P4 antagonist -1 and PERK inh -0.6.
For CS(=O)(=O)N1CCCC(C(=O)Nc2ccc(Br)cc2F)C1 (centres undefined) the results were Wee1 stabilizer 0, Ba/F3 V617F tox 3, BaF3 tox 2, NPY-Y2 PAM-ag 1, eIF4E 4G PPI 1, S1P4 agonist 2.0, Mdm2 ligase inh -10, S1P4 antagonist -6 and PERK inh 0.6.
Screening O=S(=O)(c1ccc2ccccc2c1)n1cnc2ccccc21 returned Wee1 stabilizer 4, Ba/F3 V617F tox 3, BaF3 tox 4, NPY-Y2 PAM-ag -20, eIF4E 4G PPI -3, S1P4 agonist 1.4, Mdm2 ligase inh -8, S1P4 antagonist -12 and PERK inh -0.2.
Cc1ccc(/C=N/n2c(C)nnc2C)cc1 was read as Wee1 stabilizer -1, Ba/F3 V617F tox -3, BaF3 tox 0, NPY-Y2 PAM-ag 6, eIF4E 4G PPI 2, S1P4 agonist -1.4, Mdm2 ligase inh -5, S1P4 antagonist -2 and PERK inh 0.7.
`Cc1ccc(S(=O)(=O)N/N=C2/CCCCC2C2CCCCC2)cc1[N+](=O)[O-]` (centres undefined) gave Wee1 stabilizer -1, Ba/F3 V617F tox -3, BaF3 tox 2, NPY-Y2 PAM-ag -6, eIF4E 4G PPI 3, S1P4 agonist -3.3, Mdm2 ligase inh -6, S1P4 antagonist -10 and PERK inh 1.2.
`Cc1ccc(NC(=O)CSc2nc3ccccc3c3nc(CCc4c(C)n[nH]c4C)nn23)cc1F` gave Wee1 stabilizer -3, Ba/F3 V617F tox 0, BaF3 tox 7, NPY-Y2 PAM-ag -5, eIF4E 4G PPI 6, S1P4 agonist 0.0, Mdm2 ligase inh -20, S1P4 antagonist 0 and PERK inh -0.5.
CCOC(=O)/C=C/C(=O)OCC(=O)Nc1cccc(Cl)c1Cl was read as Wee1 stabilizer 0, Ba/F3 V617F tox 0, BaF3 tox 1, NPY-Y2 PAM-ag 3, eIF4E 4G PPI 2, S1P4 agonist 0.0, Mdm2 ligase inh -6, S1P4 antagonist -24 and PERK inh 0.6.
For Cc1cccc2cc(C(c3nnnn3C3CCCC3)N3CCOCC3)c(=O)[nH]c12 (centres undefined) the results were Wee1 stabilizer 1, Ba/F3 V617F tox -3, BaF3 tox 0, NPY-Y2 PAM-ag 11, eIF4E 4G PPI 8, S1P4 agonist 0.8, Mdm2 ligase inh -4, S1P4 antagonist -16 and PERK inh 0.3.
Screening CC(CNC(=O)c1cc(Cl)ccc1[N+](=O)[O-])NC(=O)c1cc(Cl)ccc1[N+](=O)[O-] (centres undefined) returned Wee1 stabilizer -2, Ba/F3 V617F tox -3, BaF3 tox 0, NPY-Y2 PAM-ag -12, eIF4E 4G PPI -6, S1P4 agonist -2.1, Mdm2 ligase inh -13, S1P4 antagonist 11 and PERK inh 0.4.
`COc1ccc(NC(=O)c2c(C)oc3c2CCCC3)cc1` gave Wee1 stabilizer -3, Ba/F3 V617F tox -1, BaF3 tox 8, NPY-Y2 PAM-ag 9, eIF4E 4G PPI -8, S1P4 agonist 0.9, Mdm2 ligase inh -5, S1P4 antagonist -2 and PERK inh 0.2.
Cc1ccc(OCCN(C)C(=O)CC2C(=O)NCCN2CC(C)(C)C)cc1 (centres undefined) was read as Wee1 stabilizer -3, Ba/F3 V617F tox -4, BaF3 tox 4, NPY-Y2 PAM-ag -9, eIF4E 4G PPI -1, S1P4 agonist 1.6, Mdm2 ligase inh 9, S1P4 antagonist -21 and PERK inh 0.8.
C#CCSc1nc(-c2ccccc2)cc(C(F)(F)F)c1C#N was read as Wee1 stabilizer 2, Ba/F3 V617F tox 3, BaF3 tox 7, NPY-Y2 PAM-ag -37, eIF4E 4G PPI -16, S1P4 agonist -2.5, Mdm2 ligase inh -12, S1P4 antagonist -6 and PERK inh 0.2.
Screening CCOc1ccc(-c2nn[nH]n2)cc1OCC returned Wee1 stabilizer -2, Ba/F3 V617F tox -3, BaF3 tox -1, NPY-Y2 PAM-ag 11, eIF4E 4G PPI 1, S1P4 agonist -1.8, S1P4 antagonist -4 and PERK inh 1.4.
Screening O=C(c1cc([N+](=O)[O-])ccc1Cl)N1c2ccccc2Sc2ccccc21 returned Wee1 stabilizer -2, Ba/F3 V617F tox -1, BaF3 tox 5, NPY-Y2 PAM-ag 8, eIF4E 4G PPI 1, S1P4 agonist -0.9, Mdm2 ligase inh -7, S1P4 antagonist -15 and PERK inh 1.2.

Screens deposited in PubChem BioAssay by several laboratories.

This is a random part of the collection. About 4.1% of those tested had a hit in this group.
